Growth percent in the NCI-60 one-dose screen (48 h, 10 µM unless noted): 100 = growth as untreated, 0 = no growth, -100 = all killed.
HL-60(TB): HL-60(TB) leukemia cells; AID 1794776; 9% of 78,000 active; active means growth percent below 10
The depositor's hits bear a star; & = joins results of further samples. Not all compounds are listed, so the mix of outcomes need not match the whole.

Start of the data: the first three records, ahead of the listing:
SMILES	HL-60(TB)
C[C@H]1[C@H](C)CC[C@]2(C(=O)OCCCC[P+](c3ccccc3)(c3ccccc3)c3ccccc3)CC[C@]3(C)C(=CC[C@@H]4[C@@]5(C)CC[C@H](OC(=O)C(Cl)Cl)C(C)(C)[C@@H]5CC[C@]43C)[C@H]12	-54*
NC(N)=Nc1nc2n[nH]c(N)c2c2nc3ccccc3n12	101
CNc1ccccc1C(=O)N/N=C/C=C/c1ccccc1	-33*

The listing, from the first entry:
SMILES	HL-60(TB)
C[C@H]1[C@H](C)CC[C@]2(C(=O)OCCCC[P+](c3ccccc3)(c3ccccc3)c3ccccc3)CC[C@]3(C)C(=CC[C@@H]4[C@@]5(C)CC[C@H](OC(=O)C(Cl)Cl)C(C)(C)[C@@H]5CC[C@]43C)[C@H]12	-54*
NC(N)=Nc1nc2n[nH]c(N)c2c2nc3ccccc3n12	101
CNc1ccccc1C(=O)N/N=C/C=C/c1ccccc1	-33*
COc1ccc(C(OC(=O)c2ccc([N+](=O)[O-])cc2)c2ccccc2)cc1 (stereo unspecified)	104
O=C(c1ccccn1)C(O)c1ccccn1 (stereo unspecified)	97
CC(=N\N=C(N)N)/C(=N/N=C(N)N)c1ccccc1	99
NNc1nc2nc(-c3ccc(Cl)cc3)cc(-c3ccc(F)cc3)c2c(=O)[nH]1	95
c1csc([C@@H]2C[C@@H]3Cc4ccc5ccccc5c4N2O3)c1	104
O=C(Nc1ccc(F)cc1F)c1cc(F)ccc1O	-25*
COc1ccc(-c2nn(-c3cccc(NC(=O)c4ccc(Cl)c(Cl)c4)c3)cc2-c2ccncc2)cc1Cl	89
Cc1ccccc1NC(=O)C(C)C	105
C=CCNc1ncnc2c1cnn2C	93
O=c1c2ccccc2c(=O)c2c1sc1c(=O)c3ccc(O)cc3c(=O)c12	-31*
O=S(=O)(O)CNc1ccccc1	101
O=C(/C=C/c1nnc2n(Cc3ccccc3)c(=O)c3c4c(sc3n12)CCCC4)c1ccccc1	43
O=C(Nc1ccc(CN2CCOCC2)cc1)c1ccc(-c2ccc(Br)cc2)o1	100
Cc1ccc(C(=O)Cc2nc(C#N)c(C#N)nc2CC(=O)c2ccc(C)cc2)cc1	104
O=C1c2cccc3c(N4CCOCC4)ccc(c23)C(=O)N1c1cccc(-c2nn(-c3ccccc3)cc2-c2nc3ccccc3s2)c1	106
COc1ccc(/C=C2/C(c3ccc(Cl)cc3)=NN=C2C(F)(F)F)cc1OC	96
O=C(CSc1nnc(-c2cccs2)n1CC1CCCO1)NN1C(=O)NC2(CCCCC2)C1=O (stereo unspecified)	107

4 compounds from above, ordered by length of the SMILES, falling:
SMILES	HL-60(TB)
Cc1ccc(C(=O)Cc2nc(C#N)c(C#N)nc2CC(=O)c2ccc(C)cc2)cc1	104
O=c1c2ccccc2c(=O)c2c1sc1c(=O)c3ccc(O)cc3c(=O)c12	-31*
c1csc([C@@H]2C[C@@H]3Cc4ccc5ccccc5c4N2O3)c1	104
C=CCNc1ncnc2c1cnn2C	93

The list goes on:
SMILES	HL-60(TB)
c1csc(C2Nc3ccccc3N2)c1	102
C#Cc1ccc(-n2c(/C=C/c3cccc(OC(F)(F)F)c3)nc3ncccc3c2=O)cc1	98
COc1cc(-c2nc(N3CCN(c4ccccc4Cl)CC3)c3ccccc3n2)cc(OC)c1OC	88
CCCCc1c(C)[nH]c(=S)[nH]c1=O	91&85
CCNC=O	100
O=C(O)/C=C/c1ccc(Cl)cc1Cl	97
CC1=CC(=Nc2cc(Br)c(O)c(Br)c2)C=CC1=O	105
CC(Br)C(OC(=O)c1ccc(Cl)cc1)c1cc2c(cc1Br)OCO2 (stereo unspecified)	109
OC(Cc1ccncc1)C(Cl)(Cl)Cl (stereo unspecified)	108
NS(=O)(=O)c1ccc(Nc2nc(-c3ccncc3)cs2)cc1	66
CCOC(=O)c1c(N2CCOCC2)[nH]c(=O)c(C=Nc2ccc(OC)cc2)c1O	140
Cc1ccc(Cc2cnc(NC(=O)C3=NCCCN3)s2)cc1	95
O=C(O)c1ccccc1C(=O)c1cc(O)ccc1O	97
CC(=O)Nc1cccnc1	104
Oc1ccccc1C=NC1CCCCC1	118
CN(C)CC1CCCCCC(CN(C)C)C1=O (stereo unspecified)	26
Nc1nnc(-c2c[nH]c3ncc(Br)cc23)c(-c2c[nH]c3ccc(Br)cc23)n1	11
CC(C)NS(=O)(=O)/N=C1\NC(=O)NC1=C(Cl)Cl	56
O=C1CCCCC1C1(O)C(=O)Nc2ccccc21 (stereo unspecified)	122
Cc1ccccc1CN1C2=NCCN2C(=O)C2=C1CCN(S(=O)(=O)c1ccc(Cl)c(S(N)(=O)=O)c1)C2	91
C/C(=N\O)[C@H]1CC[C@H]2[C@@H]3CCC4=C/C(=N/O)CC[C@]4(C)[C@H]3C(=O)C[C@]12C	99
C(=N\Nc1c2ccccc2nc2ccccc12)/c1ccccc1	100
S=C(c1ccccc1)N1CCOCC1	59
CCCCC(O)(CC(=O)O)c1ccccc1 (stereo unspecified)	101
Cc1nc(N)nc(SCc2ccccc2)c1Br	53
CN1CCN(c2ccc3cc(-c4nc5ccccc5[nH]4)c(=O)oc3c2)CC1	73
Cn1cnc2c(=O)[nH]c(=O)[nH]c21	35
S=C(c1cccs1)N1CCN(c2ccccc2)CC1	93
C=CCC1(C(C)CCC)C(=O)NC(=S)NC1=O (stereo unspecified)	103&98
COC(=O)CNC(=O)[C@]12CCC(C)(C)C[C@H]1C1=CC[C@@H]3[C@@]4(C)Cc5c([nH]c6ccccc56)C(C)(C)[C@@H]4CC[C@@]3(C)[C@]1(C)CC2	77
COc1ccc(Nc2nc(-c3cc(O)c(C)c(C)c3O)cs2)cc1	7.2*
O=C(CSc1cc[n+](CCCCCF)c2ccccc12)n1ccc2ccccc21	113
O=C1NCCCN1	100
COc1cc(-c2cc3ncccc3c3nc(OCCN(C)C)c4cccnc4c23)cc(OC)c1OC	37
Cc1cc(N2CCC(C)CC2)nc(N2CCN(CC(=O)Nc3ccc4c(ccn4C)c3)CC2)n1	79
O=c1cc(-c2ccccc2)oc2cc(OCc3cn(Cc4ccc([N+](=O)[O-])cc4)nn3)cc(OCc3cn(Cc4ccc([N+](=O)[O-])cc4)nn3)c12	112
CCCCC(CC)c1nc2ccccc2s1 (stereo unspecified)	93
COc1ccc(Cn2cc3c(c2-c2ccccc2)CCc2cnoc2-3)cc1OC	7.7*
CC(=C(c1ccc(OCCN2CCCCC2)cc1)c1ccc(OCCN2CCCCC2)cc1)c1ccc(Cl)cc1	-62*
COc1ccccc1NS(=O)(=O)c1cccc(C(=O)Nc2ccc(Br)cc2)c1	29
CC(C)(C)OC(=O)NC(CCC(N)=O)C(=O)O (stereo unspecified)	93
CN1CCC(O)(C(C(=O)O)c2ccccc2)CC1 (stereo unspecified)	67
O=C(CC(=O)C(F)(F)F)c1ccc2ccccc2c1	87
C=C(C)[C@@H]1CC[C@]2(COC3CCCCO3)CC[C@]3(C)[C@H](CC[C@@H]4[C@@]5(C)C=C(C=O)C(=O)C(C)(C)[C@@H]5CC[C@]43C)[C@@H]12 (stereo partly specified)	-26*
FC(F)CC(OCc1ccccn1)c1ccc2ccccc2c1 (stereo unspecified)	89
O=C(/C=C/c1cccc(B(O)O)c1)c1cccc(B(O)O)c1	-14*
COc1ccc(-c2cc(-c3nnc(SCC(=O)Nc4ccc(C(=O)/C=C/c5ccc(Cl)cc5)cc4)n3-c3ccccc3)c3ccccc3n2)cc1	98
CC(Nc1c(C#N)cnc2ccc(-c3cnc(N)nc3)cc12)c1ccccc1 (stereo unspecified)	20
Cc1nnc(NS(=O)(=O)c2ccc(N3C(N)=NC(N)=NC34CCCC4)cc2)s1	103
Cc1ccc(Nc2nnc(SCC#N)s2)cc1	102
O=c1c2cc(F)ccc2sc2c(NCc3cccnc3)nc3ccccc3c12	98
Cc1nn(-c2ccccc2)c2c1N=c1s/c(=C\c3cn(-c4ccccc4)nc3-c3ccc(Cl)cc3)c(=O)n1C(C)N2 (stereo unspecified)	78
O=C1C=CC2(NN=C(c3ccccc3)N2c2ccc(Cl)cc2)c2cccc(O)c21 (stereo unspecified)	23
O=C1C(=O)c2ccccc2C(O)=C1Br	90
CCCCN(CCCC)c1ccc(/C=C/c2ccnc3ccccc23)cc1	42
C#CCOc1ccccc1C(OC(=O)c1ccc(OC)cc1)C(=O)NC(C)(C)C(C)(C)C (stereo unspecified)	91
COc1ccc(-c2nn3c(CCC(=O)c4nc5ccccc5[nH]4)nnc3s2)cc1	102
COc1cccc(C(=O)O)c1OS(=O)(=O)c1ccc(C)cc1	95
CC(CCC(=O)O)(c1ccc(OC(=O)Nc2ccc(-c3ccccc3)cc2)cc1)c1ccc(OC(=O)Nc2ccc(-c3ccccc3)cc2)cc1	90
COc1ccc(-c2nn(-c3ccc(Cl)cc3)cc2C2Nc3ccccc3S2)cc1 (stereo unspecified)	88

Other results.
SMILES	HL-60(TB)
COc1ccc2c(c1)C(Sc1ccc(F)cc1)c1c(nc(N)c(C#N)c1N)O2 (stereo unspecified)	85
CC(C)CCOC(=O)C[C@H](NP(=O)(OC[C@H]1O[C@@H](n2c(=O)cc(N)[nH]c2=O)[C@H](O)[C@@H]1O)Oc1ccccc1)C(=O)OCCC(C)C (stereo partly specified)	100
Cc1ccc2nc(-c3c(-c4ccccc4)nc4sccn34)[nH]c2c1	97
O=S(=O)(Nc1cccnc1Oc1ccccc1)c1cc(Cl)ccc1Cl	111
NCCOCC(N)C(=O)O (stereo unspecified)	106
CC(C)CCSc1nc(N)nc2nc[nH]c12	77
C/C1=C\CCC2(C)OC2CC2CCC(C)(O)C(CC1)C2(C)C (stereo unspecified)	142
CCC/C=C(\C)C(C)(C#N)C(=O)OCC (stereo unspecified)	103
CN1CCN(Cc2ccc(NC(=O)c3ccc(C#N)c(C#Cc4cnc(N)c5ncccc45)c3)cc2C(F)(F)F)CC1	61
O=C1C(=O)c2ccccc2C(O)=C1CC1=C(O)c2ccccc2C(=O)C1=O	96
O=c1c(O)c(-c2cc(O)c(O)c(O)c2)oc2cc(O)cc(O)c12	98
Cc1ccc(NC(=O)Cn2cnc3c2c(=O)n(C)c(=O)n3C)cc1	96
O=S(=O)(Nc1ccc(Cl)nn1)c1ccc(NC(=S)/N=C2\Cc3n[nH]c(=S)n3N2)cc1	110
Cc1ccc(Nc2nc(-c3ccc4ccccc4c3)c[se]2)cc1	101
COC1CCC(CNC(=O)NC2NC3CCCCC3N2)CC1OC (stereo unspecified)	98
COc1cc2c(cc1OC)C(CNC(=O)/C=C/c1ccccc1)C2 (stereo unspecified)	100
CCN1C2CCC1/C(=C\c1ccccc1)C1=C2[C@@H](c2ccccc2)C(C#N)=C(N)O1 (stereo partly specified)	89
CCN1CCOC1C(C)C (stereo unspecified)	90
CC(=O)CC(=O)Nc1nc(C)cs1	167
CSc1nc(/N=C/c2ccccc2)c2c(-c3ccccc3)c(-c3ccccc3)oc2n1	93

Quoted at random: 2 entries already listed.
SMILES	HL-60(TB)
C/C1=C\CCC2(C)OC2CC2CCC(C)(O)C(CC1)C2(C)C (stereo unspecified)	142
CC(C)CCSc1nc(N)nc2nc[nH]c12	77

Next entries:
SMILES	HL-60(TB)
CCOC(=O)C1CC(C(=O)OCC)C(C(=O)OCC)CC1C(=O)OCC (stereo unspecified)	112
COc1ccc(/C=C2\CCCC3C2=Nc2ccccc2NC3c2ccc(OC)cc2)cc1 (stereo unspecified)	78
CCCC(CCC)NCC(C)O (stereo unspecified)	93
CC(=O)c1ccc(NS(=O)(=O)c2ccc(N)cc2)cc1	99
Cc1ccccc1N1CCN(C2=C(Cl)C(=O)c3ncccc3C2=O)CC1	4.2*
C[C@]12CCC(=O)C=C1CC[C@@H]1[C@@H]2[C@@H](O)C[C@@]2(C)[C@H]1CC[C@]2(O)C(=O)COC(=O)C(c1ccccc1)c1ccccc1	68
O=C1Nc2ccc(Cl)cc2/C1=C/c1ccc(OCc2ccccn2)cc1	85
Cc1cc(C)c(C#N)c(NN)n1	111
C=C(C)[C@@H]1CC[C@]2(C(=O)Nc3ccc(S(=O)(=O)c4ccc(NCCCN)cc4)cc3)CC[C@]3(C)[C@H](CC[C@@H]4[C@@]5(C)CC[C@H](O)C(C)(C)[C@@H]5CC[C@]43C)[C@@H]12	103
O=C(CCl)N(C1CCCCC1)C1CCCCC1	104
Cc1cc(=O)oc2cc(OCCOc3ccc(/C=C/C(=O)Nc4cccc([N+](=O)[O-])c4)cc3)ccc12	103
CC(=O)Nc1c(C)n(C)n(-c2ccccc2)c1=O	83
O=C1/C(=C\c2cccc(OCCOc3ccc(Cl)cc3)c2)N=C2SCCCN12	73
C=CCc1c(N(C)c2ccc(C)cc2)ncnc1-n1cnc2ccccc21	99
O=C1NC(=O)N(Cc2ccccc2)C(=O)C1Cc1ccccc1 (stereo unspecified)	102
Cc1nc(Nc2ccccn2)sc1C1=NNC(c2ccccc2F)C1 (stereo unspecified)	5.0*
COc1cc(-c2nc3ccccc3[nH]2)cc(CN2CCCCC2)c1O	103
COc1ccc(C2C=Nn3c(nnc3-c3ccc(N)cc3)S2)cc1 (stereo unspecified)	97
Nc1nc2ccccc2c2c1S(=O)(=O)c1ccc(Cl)cc1C2=O	-24*
N#Cc1cncc(-c2ccc3ncnc(Nc4cccc(Cl)c4)c3c2)c1	97

Rewritten bar-delimited: entries from further up.
molecule | HL-60(TB)
C=CCc1c(N(C)c2ccc(C)cc2)ncnc1-n1cnc2ccccc21 | 99
O=C1NC(=O)N(Cc2ccccc2)C(=O)C1Cc1ccccc1 (stereo unspecified) | 102

Following part
SMILES	HL-60(TB)
COc1cc(CC(=O)O)ccc1OC(C)=O	100
Clc1ccccc1C=Nc1n[nH]c(Nc2ccccc2)c1-c1nc2ccccc2s1	108
Fc1ccc2c(c1)nc(-c1nc(-c3cnccn3)n[nH]1)c1cccn12	88
NC(=S)c1ccc(Br)cc1	105
COc1ccc(C(=O)CC(C(=O)O)c2ccc3c(c2)OCO3)cc1OC (stereo unspecified)	93
COc1cc2c(cc1OC)C(C)N(C)CC2 (stereo unspecified)	104
CC(=O)/C=C(\C)NCCN/C(C)=C/C(C)=O	94
CC(C)CCCC(C)N (stereo unspecified)	103&76

Source: PubChem BioAssay
